# S-ASM inh – inhibitors of human secretory acid sphingomyelinase | 340,000 compounds, 0.006% hits | Potency, µM (series often up to 57.5 µM), inactives show at the top dose activity change, negative = inhibition, actives largely listed as inhibitors | placental ASM, HMU-PC fluorogenic substrate, 60 min | P17405 | AID 504937; further: potency means the concentration at half of the fitted maximal effect
#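 Fluorescence read-out (Ex 386 nm, Em 447 nm) after stopping the reaction at pH 10. Enzyme: ASM from human placenta; substrate HMU-PC0, 9 uM final; 60 min, 37 °C. Compound preincubation 10 min, ambient temperature.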
# Mito fusion act – mitochondrial division inhibition or fusion activation; S. cerevisiae fusion-defective mutant growth rescue, CellTiterGlo 48 h; Potency, µM (titrated, usually from 46.1 µM), for inactives: at the highest dose growth rescue (activation), actives largely listed as activators; 320,000 compounds, 0.23% hits;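 further: potency means the concentration at half of the fitted maximal effect; % of control where 0% means no effect; nearly all actives have a fitted effect of over 45% in size; temperature-sensitive fusion mutants such as fzo1-1 at 37 °C on non-fermentable ethanol glycerol medium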
#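 Read-out: ATP-based luminescence (CellTiterGlo, 10 min ambient) reporting growth of fusion-defective ts yeast after 48 hours at 37C on glycerol/ethanol YPEG medium in the presence of compound.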
# GALK inhibitor – blocks human galactokinase activity. AID 1868. 270,000 compounds, 0.007% hits. Potency, µM (top dose mostly 57.5 µM), without a hit: top-dose activity change, negative = inhibition, hits mostly inhibitors. Purified GALK, Kinase-Glo residual ATP luminescence; further: potency means the concentration at half of the fitted maximal effect; on the % scale 0 is the no-effect control and ±100 the full control effect
#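 Human GALK (5 nM) with 35 uM ATP and 100 uM galactose in 20 mM HEPES pH 8.0, 5 mM MgCl2, 60 mM NaCl, 1 mM DTT, 0.01% BSA. After 1 h at room temperature, leftover ATP was read by Kinase-Glo Plus luminescence.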
# hERG WT inh – blocks the wildtype human KCNH2 potassium channel | Q12809 | U2OS, BacMam KCNH2, thallium flux FluxOr; hits give low values | activity change, % at 1.84 µM | 340,000 compounds, 0.37% hits | AID 720551;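 active means maximum activity change below -70%; inconclusive means maximum activity change between -70% and -50%; inactive means maximum activity change above -50%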; further: on the % scale 0 is the no-effect control and ±100 the full control effect
# Target sequence (Q12809 whole entry, looked up): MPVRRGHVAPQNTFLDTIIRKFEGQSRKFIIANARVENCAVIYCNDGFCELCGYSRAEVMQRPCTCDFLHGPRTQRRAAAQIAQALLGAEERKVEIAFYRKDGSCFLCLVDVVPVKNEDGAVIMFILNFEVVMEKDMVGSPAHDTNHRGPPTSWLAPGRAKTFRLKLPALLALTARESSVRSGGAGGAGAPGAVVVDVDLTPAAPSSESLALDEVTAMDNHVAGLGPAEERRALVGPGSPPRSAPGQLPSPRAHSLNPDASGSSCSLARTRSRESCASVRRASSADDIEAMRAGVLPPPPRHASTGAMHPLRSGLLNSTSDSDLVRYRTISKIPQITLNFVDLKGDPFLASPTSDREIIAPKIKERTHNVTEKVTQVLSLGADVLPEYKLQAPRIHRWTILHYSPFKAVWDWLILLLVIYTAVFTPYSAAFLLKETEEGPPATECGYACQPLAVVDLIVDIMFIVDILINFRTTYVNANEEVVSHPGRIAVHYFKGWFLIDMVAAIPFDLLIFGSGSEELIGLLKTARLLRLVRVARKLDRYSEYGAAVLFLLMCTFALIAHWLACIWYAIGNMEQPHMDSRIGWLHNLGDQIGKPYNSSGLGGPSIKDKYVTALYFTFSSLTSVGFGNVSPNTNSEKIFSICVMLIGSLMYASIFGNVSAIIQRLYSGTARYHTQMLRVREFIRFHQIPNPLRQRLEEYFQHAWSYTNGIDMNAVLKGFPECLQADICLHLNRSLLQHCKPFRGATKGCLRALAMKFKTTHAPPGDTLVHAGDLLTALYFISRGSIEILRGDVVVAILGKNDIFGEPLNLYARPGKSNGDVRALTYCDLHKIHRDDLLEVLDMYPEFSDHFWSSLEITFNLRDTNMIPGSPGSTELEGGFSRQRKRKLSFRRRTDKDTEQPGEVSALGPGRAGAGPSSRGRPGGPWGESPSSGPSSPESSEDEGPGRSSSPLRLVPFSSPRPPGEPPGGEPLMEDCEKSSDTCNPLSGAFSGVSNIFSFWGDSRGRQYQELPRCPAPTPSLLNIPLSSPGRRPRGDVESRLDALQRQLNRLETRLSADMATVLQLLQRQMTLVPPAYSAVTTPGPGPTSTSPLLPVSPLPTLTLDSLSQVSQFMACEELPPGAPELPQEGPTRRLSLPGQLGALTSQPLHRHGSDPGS
#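 U2OS cells transduced with wild-type KCNH2 virus are loaded with FluxOr dye for 45 min, and thallium flux is measured in kinetic reads before and after stimulation buffer. Rate constants are normalized to DMSO controls.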
# TSHR antag – blocks TSH signaling through the human TSH receptor; P16473; TSHR-expressing cells, TSH-stimulated cAMP HTRF, 2 h; hits give low values; activity change, negative = inhibition, % at 11.5 µM; 330,000 compounds, 0.2% hits;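 active means activity change below a set negative limit, meaning inhibition stronger than a set level, cut at about -70% in these data; inconclusive means activity change between two set negative limits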; further: on the % scale 0 is the no-effect control and ±100 the full control effect
#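 Antagonism was scored as loss of TSH-driven cAMP in TSHR cells, stimulated with 4nM TSH (EC80) for 2 hours at 37 deg C and detected by homogeneous HTRF competition immunoassay.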
# PKM2 act – activators of human pyruvate kinase M2 | P14618 | purified PKM2, Kinase-Glo ATP luminescence, activation; response scale: 0% is enzyme alone, no compound | Potency, µM (doses to about 57.5 µM), for inactives: at the highest dose activation, hits mostly activators | 260,000 compounds, 0.34% hits | AID 1631; further: potency means the concentration at half of the fitted maximal effect; on the % scale 0 is the no-effect control and ±100 the full control effect; nearly all actives have a fitted effect of over 55% in size
#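 Kinase-Glo luminescence reports ATP generated from ADP (0.1 mM) and PEP (0.5 mM) by purified hPK-M2 after 1 h at room temperature, pH 7.2 imidazole buffer; intermediate enzyme activity allows detecting inhibitors and activators.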
# USP2a inh – USP2a (human) protease inhibition; O75604; 330,000 compounds, 0.01% hits; AID 463254; Potency, µM (doses to about 38.3 µM), for inactives: at the highest dose activity change, negative = inhibition, actives largely listed as inhibitors; USP2 core, Ub-CHOP2 coupled fluorogenic reporter, 485/531;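 further: potency means the concentration at half of the fitted maximal effect; plate controls were DMSO wells for no effect and full inhibition by NEM control for full effect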
#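 Cell-free coupled assay: 10nM USP2 core preincubated 30min RT with compound in Tris-HCl pH 8.0/CaCl2/CHAPS buffer, then 25nM Ub-CHOP2 and 25nM reporter substrate; fluorescence (Ex 485/Em 531) read after 60min RT, normalized to NEM inhibition, concentration-response curves fitted.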
# Eya2 inh – blocks the phosphatase activity of human Eya2. O00167. Potency, µM (top dose mostly 76.9 µM), without a hit: top-dose activity, negative = inhibition, usual class: inhibitors. AID 488837. 330,000 compounds, 0.006% hits. recombinant Eya2, OMFP fluorescence dephosphorylation (OMFP is methylfluorescein phosphate); further: potency means the concentration at half of the fitted maximal effect; on the % scale 0 is the no-effect control and ±100 the full control effect
#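 Eya2 (0.2 uM) preincubated 10 min at ambient with compound, then OMFP substrate added at 50 uM; 10 min reaction in 50 mM HEPES pH 7.5, 50 mM NaCl, 5 uM MgCl2, 0.05% BSA, 1 mM DTT. Fluorescence read at Ex 485/Em 525 nm.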
# Menin-MLL TR inh – menin-MLL binding inhibition, Texas Red mutant peptide; Menin + Texas Red MLL mutant peptide, fluorescence polarization; Potency, µM (highest dose often 61.6 µM), for inactives: at the top dose FP activity change, negative = inhibition, actives largely listed as inhibitors; 270,000 compounds, 0.23% hits; active means well fitted inhibition curve with a large enough effect in the polarisation, with a control signal flat, not every such curve was filed as active; inconclusive means small, poorly fitted or top-dose-only effect, or effect the other way, or a change in a side signal; inactive means no such curve, though single readings can be large or run the other way; the % refers to the polarisation; further: potency means the concentration at half of the fitted maximal effect; % of control where 0% means no effect; many of its hits are not listed in these tables
# MBNL1-CUG inh – blocks human MBNL1 binding to CUG repeat RNA; Q9NR56; TR-FRET MBNL1-His/biotin-(CUG)12 binding, 665/545 ratio; Potency, µM (highest dose often 57.5 µM), for the others: at the top dose activity change, negative = inhibition, most hits filed as inhibitors; 280,000 compounds, 0.036% hits; active means well fitted inhibition curve with a large enough effect in the signal ratio, with a control signal flat, not every such curve was filed as active; inconclusive means small, poorly fitted or top-dose-only effect, or effect the other way, or a change in a side signal; inactive means no such curve, though single readings can be large or run the other way; the % refers to the signal ratio; further: potency means the concentration at half of the fitted maximal effect; on the % scale 0 is the no-effect control and ±100 the full control effect
#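 Compounds (final 92 nM to 58 uM) are added to His-tagged MBNL1 and biotin-(CUG)12, then terbium anti-His antibody and streptavidin-XL665 (5 nM final). After 60 min at room temperature, the 665/545 nm ratio is read.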
# BCR signal inh – inhibitors of chronic active B-cell receptor signaling | ABC-DLBCL IkBa-CBG/CBR reporter, luminescence ratio, 4 h | Potency, µM (titrated, usually from 46.1 µM), for inactives: top-dose ratio change, negative = lower green/red ratio, actives largely listed as inhibitors | 340,000 compounds, 0.05% hits; active means well fitted inhibition curve with a large enough effect in the signal ratio, with a control signal flat, not every such curve was filed as active; inconclusive means small, poorly fitted or top-dose-only effect, or effect the other way, or a change in a side signal; the % refers to the signal ratio;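 further: potency means the concentration at half of the fitted maximal effect; plate controls were basal doxycycline-induced cells for no effect and cells given 10 µM MG132 for full effect; MG132 reads +100%, hits lower the ratio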
#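 Compounds up to 46 uM were incubated four hours with TMD8 cells whose green CBG68 luciferase is fused to IkappaBalpha; red CBR luminescence normalised the signal, and concentration-effect curves were fitted to fusion, red and ratio data.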
# Active calls of the source: *; ? = inconclusive; . = not tested or not shown; [ ] = dose if it differs, or a comment. Unless noted, the call rests on the fitted dose curve; in most records, active means well fitted curve in the direction sought with a large enough effect; inconclusive means small, poorly fitted or top-dose-only effect, or another doubt; inactive means no such curve, though single readings can be large; an effect the other way counts as inactive or inconclusive. An excerpt; rates above refer to the full screens.
SMILES,S-ASM inh,Mito fusion act,GALK inhibitor,hERG WT inh,TSHR antag,PKM2 act,USP2a inh,Eya2 inh,Menin-MLL TR inh,MBNL1-CUG inh,BCR signal inh
N#Cc1ccc(CN2CCN(CC(=O)Nc3ccccc3C(=O)NC3CC3)CC2)cc1,3%,-3%,.,-89*,-6,.,-2%,-1%,.,.,-8%
CCOc1ccc(C(c2c(C)[nH][nH]c2=O)c2c(C)[nH][nH]c2=O)cc1OC,0%,-2%,-1%,0,6,1%,2%,-15%,21%,-1%,?
Cc1ccc(S(=O)(=O)N2CCC(C(=O)N/N=C/c3cccn3C)CC2)cc1,-7%,.,.,15,-2,.,2%,-1%,.,.,3%
COc1ccccc1C1CC(=O)NC(C)=C1C(=O)OC(C)C (stereo not drawn),-4%,2%,-4%,1,-11,-1%,2%,-8%,-10%,-12%,-4%
C=CCC[C@H](Cc1ccc(F)cc1)C(=O)OC[C@@H](C)NC(=O)[C@H](CC=C)CC(=O)NCCO,-6%,.,.,7,12,.,0%,1%,.,.,-3%
Cc1ccccc1-n1nnnc1SCC(=O)NCC1CCCO1 (stereo not drawn),8%,7%,10%,-23,27,-11%,0%,8%,-5%,-7%,-2%
CC(=O)c1ccc(-n2nncc2-c2ccc([N+](=O)[O-])cc2)cc1,-1%,1%,0%,18,11,-3%,2%,-1%,-14%,?,4%
CC1CN(C(=S)SCC(=O)c2ccc(Cl)cc2)CC(C)O1 (stereo not drawn),-2%,9%,.,-4,0,-1%,-1%,2%,23%,-6%,2%
O=C(NC(=O)N1CCN(c2ccc(F)cc2)CC1)c1ccccc1,8%,0%,-4%,-13,25,-20%,0%,12%,-9%,-4%,?
COc1cc(S(=O)(=O)N(C)C)ccc1Br,-2%,-3%,-2%,-3,1,-4%,1%,1%,.,-1%,?
O=S(=O)(c1ccc(F)cc1)N1CCN=C1SCc1cccnc1,2%,10%,8%,-7,-2,14%,1%,-11%,7%,-12%,9%
CCOC(=O)Nc1ccc(S(=O)(=O)Nn2cnnc2)cc1,-1%,13%,4%,23,22,9%,3%,10%,-14%,0%,?
COC(=O)C1C(=O)NCC1c1ccccc1 (stereo not drawn),1%,0%,-3%,-5,.,-2%,.,.,10%,11%,.
Cc1ccc2nc(Cl)c(C3CC(c4cccs4)=NN3S(C)(=O)=O)cc2c1 (stereo not drawn),-3%,2%,-3%,.,1,1%,-1%,5%,-12%,2%,0%
CCN(CC)C(=O)CSc1nnc(-c2ccccc2)n1N,3%,2%,2%,-16,8,1%,0%,-3%,8%,-10%,?
COc1ccc(C)cc1N(C(=O)c1ccc(F)cc1)c1nc2ccccc2s1,-5%,-11%,0%,-11,13,-6%,-5%,-11%,7%,-5%,8%
CC1CC(C)CN(C(=O)Cn2cc(C=O)c3ccccc32)C1 (stereo not drawn),1%,-18%,-4%,-5,1,-3%,-1%,0%,3%,-13%,-15%
CCOc1cc(C(=S)N2CCCCC2)ccc1OCC(=O)NCc1ccccc1,-3%,-7%,1%,-5,12,12%,6%,-26%,-18%,1%,0%
CC(=O)Nc1ccc(NC(=O)C(C)Sc2nnc(-c3cccs3)o2)cc1 (stereo not drawn),3%,3%,1%,0,3,-4%,0%,3%,.,.,1%
CCc1ccc(CNC(=O)C2CC(=O)N(CCc3ccc(C)cc3)C2)cc1 (stereo not drawn),3%,1%,3%,8,1,4%,4%,-8%,-11%,3%,-5%

# Compound profiles, as listed above:
# Cc1ccc(S(=O)(=O)N2CCC(C(=O)N/N=C/c3cccn3C)CC2)cc1 is listed as S-ASM inh: -7%; Mito fusion act: .; GALK inhibitor: .; hERG WT inh: 15; TSHR antag: -2; PKM2 act: .; USP2a inh: 2%; Eya2 inh: -1%; Menin-MLL TR inh: .; MBNL1-CUG inh: .; BCR signal inh: 3%
# CC1CN(C(=S)SCC(=O)c2ccc(Cl)cc2)CC(C)O1 (stereo not drawn) is listed as S-ASM inh: -2%; Mito fusion act: 9%; GALK inhibitor: .; hERG WT inh: -4; TSHR antag: 0; PKM2 act: -1%; USP2a inh: -1%; Eya2 inh: 2%; Menin-MLL TR inh: 23%; MBNL1-CUG inh: -6%; BCR signal inh: 2%

# Shown with values under each structure: part of the list above
# Order of values – S-ASM inh, Mito fusion act, GALK inhibitor, hERG WT inh, TSHR antag, PKM2 act, USP2a inh, Eya2 inh, Menin-MLL TR inh, MBNL1-CUG inh, BCR signal inh
> CCOC(=O)Nc1ccc(S(=O)(=O)Nn2cnnc2)cc1
    -1%, 13%, 4%, 23, 22, 9%, 3%, 10%, -14%, 0%, ?
> COC(=O)C1C(=O)NCC1c1ccccc1 (stereo not drawn)
    1%, 0%, -3%, -5, ., -2%, ., ., 10%, 11%, .
> Cc1ccc2nc(Cl)c(C3CC(c4cccs4)=NN3S(C)(=O)=O)cc2c1 (stereo not drawn)
    -3%, 2%, -3%, ., 1, 1%, -1%, 5%, -12%, 2%, 0%

# The list continues.
SMILES,S-ASM inh,Mito fusion act,GALK inhibitor,hERG WT inh,TSHR antag,PKM2 act,USP2a inh,Eya2 inh,Menin-MLL TR inh,MBNL1-CUG inh,BCR signal inh
C=CCc1cc(Cl)ccc1OCCN1CC(C)OC(C)C1 (stereo not drawn),1%,-1%,-1%,10,-1,3%,-3%,-14%,?,-1%,-1%
CC(=O)Nc1ccc(NS(=O)(=O)c2ccc(C)cc2)c([N+](=O)[O-])c1,-5%,6%,2%,-1,14,5%,7%,8%,25%,?,4%
COc1c(Cl)cc(Cl)cc1/C=C/C(=O)c1ccc(NC(=O)c2cccs2)cc1,-10%,?,1%,6,-7,1%,1%,-3%,24%,.,?
CN1CCN(c2ccc(NC(=O)c3ccc4c(c3)OCCO4)cc2)CC1,0%,-5%,1%,8,-9,-6%,3%,-2%,-19%,-1%,1%
CN(CCCC(=O)NCc1ccco1)S(=O)(=O)c1ccccc1,0%,3%,7%,1,-6,1%,-1%,7%,-3%,-3%,-2%
CC(C)c1c(C(=O)N/N=C/c2ccc(OCc3ccc(F)cc3)cc2)nnn1-c1nonc1N,-9%,0%,0%,-6,-24,-14%[0.46 µM],0%,-3%,?,1%,14%
O=C(Nc1ccc(Cl)c([N+](=O)[O-])c1)ONC1=NCCCCC1,-2%,2%,-1%,5,3,-7%,0%,-27%,7%,10%,?
O=C1CSC(c2nn(-c3ccccc3)cc2-c2cc3ccccc3oc2=O)N1Cc1ccco1 (stereo not drawn),90%[activator],7%,1%,21,-7,13%,-1%,-3%,?,6%,-24%
CCCC(=O)N(c1ccc2oc(=O)sc2c1)S(=O)(=O)c1ccccc1,1%,?,-1%,7,-10,13%,-1%,-1%,-3%,7%,-34%
CSc1cccc(NC(=O)c2cnccn2)c1,-2%,-2%,-1%,1,11,-2%,1%,-1%,.,-6%,-26%
O=C(NCCN1C(=O)S/C(=C\c2ccccc2F)C1=O)C1CC(=O)N(Cc2ccccc2)C1 (stereo not drawn),-4%,-4%,.,-6,-7,.,-2%,5%,.,.,-11%
CCOc1ccc(NC(=O)CN(C)C(=O)c2ccc3nc(CC)c(CC)nc3c2)cc1OCC,-4%,2%,.,-13,7,.,1%,16%,.,.,9%
CCSCc1nnc(SCC(=O)Nc2cccc(C(C)=O)c2)n1C,3%,-6%,3%,4,9,-1%,3%,5%,-3%,4%,0%
CCOC(=O)c1cnc2c(ccc3ccccc32)c1NCCCN(C)C,296%[activator],-23%,4%,-13,4,4%,-1%,-1%,-30%,-28%,?
CCn1c(=N)n(CCO)c2ccccc21,7%,6%,4%,-6,9,1%,2%,9%,0%,-1%,-1%
